MOR-DOR ag: agonists of human mu-delta opioid receptor heterodimerization | P35372+P41143 | cells, OPRM1-OPRD1 heterodimerization, luminescence | activation, % at 9.3 µM | 340,000 compounds, 0.3% hits; in the data active = activation above about 18%;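 note: 0% = vehicle-treated cells and 100% = reference agonist; values of inactives mirror those of a sister screen read the other way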
Target sequence (P35372 whole entry, looked up): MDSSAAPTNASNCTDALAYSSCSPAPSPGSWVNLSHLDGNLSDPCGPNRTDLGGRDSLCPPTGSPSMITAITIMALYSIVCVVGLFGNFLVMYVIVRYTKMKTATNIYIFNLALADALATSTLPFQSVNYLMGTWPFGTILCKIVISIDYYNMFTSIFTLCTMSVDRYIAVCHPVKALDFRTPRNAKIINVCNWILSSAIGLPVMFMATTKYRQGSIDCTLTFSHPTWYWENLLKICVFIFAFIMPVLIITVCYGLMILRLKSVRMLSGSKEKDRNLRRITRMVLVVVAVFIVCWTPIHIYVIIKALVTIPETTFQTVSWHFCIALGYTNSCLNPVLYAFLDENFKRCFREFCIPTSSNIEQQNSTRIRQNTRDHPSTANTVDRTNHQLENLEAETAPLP
Target sequence (P41143 whole entry, looked up): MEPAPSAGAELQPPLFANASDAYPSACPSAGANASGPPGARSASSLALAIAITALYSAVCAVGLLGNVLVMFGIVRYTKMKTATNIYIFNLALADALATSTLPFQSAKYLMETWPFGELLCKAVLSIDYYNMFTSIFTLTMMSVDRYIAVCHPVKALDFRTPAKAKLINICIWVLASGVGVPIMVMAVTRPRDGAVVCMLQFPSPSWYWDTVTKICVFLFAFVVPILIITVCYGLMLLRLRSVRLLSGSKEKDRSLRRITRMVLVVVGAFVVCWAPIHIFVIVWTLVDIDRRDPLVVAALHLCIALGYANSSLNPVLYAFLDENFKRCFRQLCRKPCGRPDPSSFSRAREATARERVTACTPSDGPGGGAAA
Cardiac RTF inh: cardiac RTF calcium desensitization; IANBD-labeled cardiac RTF, Ca2+ fluorescence; 340,000 compounds, 0.12% hits; inhibition, % at 7.15 µM;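 active = inhibition above the mean inhibition of all tested compounds plus 3 SD, cut at about 17% in these data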;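 note: assay run at fixed EC70 calcium of 1.6 mM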
V-ATPase pH: yeast V-ATPase proton transport regulation by pHLuorin; S. cerevisiae, pHLuorin cytosolic pH fluorescence; response, % at 10 µM; 350,000 compounds, 0.37% hits; AID 504577; in the data active = response mostly above about 7.3%, no sharp cut-off; inactive = mostly below about 5.4%; note: actives read high; inactives centre near 0; some compounds called inactive have numbers as strong as hits; reference of the scale not given here
cardiac RTF act: increases calcium sensitivity of human cardiac regulated thin filaments. activation, % at 7.2 µM. P19429+P45379. IANBD-labeled TnC RTF fluorescence at EC20 calcium; 0% EC20 calcium, 100% full calcium. AID 493008. 340,000 compounds, 0.24% hits;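 active = activation above the mean over all tested compounds plus 3 SD, cut at about 30% in these data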;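 note: rise in fluorescence read as greater calcium sensitivity of cardiac thin filaments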
HTR5A inv ctr: HTR5A inverse agonism, opioid heterodimer counter-screen; P47898; HTR5A cell line, luminescence; AID 504634; inhibition, % at 9.3 µM; 340,000 compounds, 0.083% hits; in the data active = inhibition mostly above about 23%, no sharp cut-off; inactive = mostly below about 18%;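 note: 0% = cells with DMSO and 100% = no-cell wells with DMSO; some compounds called inactive have numbers as strong as hits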
Keap1-Nrf2 PPI: inhibitors of human Keap1-Nrf2 protein-protein interaction | Keap1 Kelch-Nrf2 peptide fluorescence polarization, 1536-well | 340,000 compounds, 0.15% hits | Q14145 | inhibition, % at 9.4 µM; in the data active = inhibition above about 12%; inconclusive = no clear call, values can overlap the other calls; inactive = below about 7.3%;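 note: human Keap1 Kelch domain with fluorescein labeled Nrf2 9mer peptide probe; 0% = neutral control wells and 100% = peptide positive control; higher means more block of Keap1 binding to Nrf2 peptide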
OPRM1-OPRD1 inv: inverse agonist of human OPRM1-OPRD1 heterodimerization. P35372+P41143. cell-based MOR-DOR heterodimer luminescence, inverse agonism. inhibition, % at 9.3 µM. 340,000 compounds, 0.21% hits. AID 504357; in the data active = inhibition above about 22%, passing the limit was not always enough;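 note: 0% = cells with DMSO and 100% = wells without cells with DMSO; values of inactives mirror those of a sister screen read the other way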
HTR5A ag ctr: activates human HTR5A in OPRM1-OPRD1 agonist counter-screen. P47898. HTR5A agonist assay, luminescence, cell-based. activation, % at 9.3 µM. 340,000 compounds, 0.61% hits. AID 504692; in the data active = activation mostly above about 9.5%, no sharp cut-off; inactive = mostly below about 7.6%;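 note: 0% = cells with vehicle only and 100% = reference agonist; strong numbers were not always called active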
CAL-PDZ inh HTS: inhibitors of human CAL PDZ peptide binding. 300,000 compounds, 0.92% hits. purified CAL PDZ, TMR-peptide fluorescence polarization, 1 h. inhibition, % at 24.9 µM. AID 602252;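 active = mean inhibition of at least 30% with at least half of replicates also reaching 30%; inconclusive = no clear call, values can overlap the other calls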;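 note: 0% = DMSO neutral control and 100% = excess unlabeled competitor peptide PRC23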
LANA DNA inh: blocks KSHV LANA C-terminal domain binding to DNA. MBP-C-LANA/FAM-LBS DNA binding, fluorescence polarization. inhibition, % at 9 µM. 340,000 compounds, 0.078% hits. AID 504423;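 active = highest replicate inhibition at or above 60% at 9 µM, even if other replicates fall short; inactive = all replicates below 60% inhibition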;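 note: 0% = neutral control wells and 100% = 4 µM acridine orange control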
Active calls of the source: *; ? = inconclusive; / = no result given.

smiles	MOR-DOR ag	Cardiac RTF inh	V-ATPase pH	cardiac RTF act	HTR5A inv ctr	Keap1-Nrf2 PPI	OPRM1-OPRD1 inv	HTR5A ag ctr	CAL-PDZ inh HTS	LANA DNA inh
CC[C@]12c3[nH]c4cc(-c5ccco5)ccc4c3CCN1C(=O)[C@@H](CC(=O)NC(C)(C)C)C[C@@H]2C(=O)N1CCN(C(=O)C2CC2)CC1	-0.7	-8	-1	0	1	-10	4	0	/	-1.3
CCc1noc(C)c1C(=O)NNC(=O)c1cc(OC)cc(OC)c1	-2.4	-7	0	-1	7	0	9	-3	2	-1.8
O=C(c1cc(COc2ccc(F)cc2F)on1)N1CC[C@@H]2CCCC[C@H]2C1	6.7	5	2	0	-10	-4	-46	1	-3	-0.2
COC(=O)C1=C(CSc2nnnn2C)NC(=O)NC1c1cc(C)ccc1C (configuration not stated)	-1.7	-3	-2	5	7	-5	10	-2	-3	-1.1
COc1ccc(S(=O)(=O)N2CCOCC2)cc1NC(=O)CCNC(=O)c1ccc([N+](=O)[O-])cc1	0.4	1	4	-7	-17	1	-2	6	0	0.6
O=C(NC1CCCCC1)N1CCc2ccccc21	-1.4	-6	-2	-3	-16	-1	8	5	1	1.7
COc1ccc(NC(=O)NNC(=O)COc2ccc3cc(Br)ccc3c2)cc1	-3.2	-15	2	3	-1	-5	17	-3	-2	-0.7
Cc1ccc(/C=C/S(=O)(=O)NCC(=O)OCC(=O)Nc2c(F)cccc2F)cc1	-3.2	-9	-4	1	18	-2	17	-7	-4	-0.2
CC(C)[C@H]1COC(NC2=N[C@@H](C(C)C)CO2)=N1	1.0	-20	14	9	-19	3	-5	0	0	1.0
CCCc1nc(SCC(=O)N2CCCC2)c2ccccc2n1	-1.5	-7	3	5	-15	-4	7	-2	-4	-0.5
O=C(CNC(=O)c1ccccc1)OCC(=O)c1ccc(Cl)s1	-3.5	-7	1	0	30	-1	14	-1	-3	-0.5
O=C(COC(=O)C1CCN(C(=O)c2ccc(Cl)cc2)CC1)NC1CCS(=O)(=O)C1 (configuration not stated)	-2.4	-3	-9	8	11	1	12	2	/	-1.5
C=CCOC(=O)C1=C(C)NC(SC)=C(C#N)C1c1cccs1 (configuration not stated)	-1.8	5	2	-7	-5	1	9	2	-2	0.3
COc1ccccc1CC(=O)Nc1nc(-c2ccc(F)c(F)c2)cs1	3.3	0	-3	5	-15	-6	-27	5	0	0.1
Cc1ccc(S(=O)(=O)Nc2ccnc(-c3cccnc3)n2)cc1	-1.7	-5	1	-4	12	-3	10	-5	-3	0.9
CCOc1cccc(CN2CCN(CCCc3ccccc3)C(CCO)C2)c1O (configuration not stated)	0.3	-7	-3	0	-2	6	-2	1	-1	0.8
COc1cc(CNCc2ccccn2)ccc1OCC(N)=O	-1.7	-11	5	-1	4	-1	10	5	1	0.4
S=C(NCc1ccccc1)N1CCn2cccc2C1c1cccnc1 (configuration not stated)	-0.8	-11	1	-1	51	2	4	2	-1	1.1
CNC(=O)c1csc(-c2ccc(C)cc2)n1	-2.8	-6	1	3	18	-2	15	-7	-1	-1.1
CCCN(C(=O)COC(=O)CCOc1ccccc1C)c1c(N)n(Cc2ccccc2)c(=O)[nH]c1=O	-1.9	3	0	-2	4	-3	13	-4	/	-0.5
COc1cc(C(CC(=O)Nc2ccc(C)cn2)N2Cc3ccccc3C2=O)cc(OC)c1OC (configuration not stated)	-4.3	-4	1	-7	14	-6	20	-4	-4	-1.2
CC(C)CNC(=O)C(=O)NCC1OCCN1S(=O)(=O)c1cccs1 (configuration not stated)	-3.5	-2	-1	3	-2	-3	18	6	-3	0.5
NS(=O)(=O)c1ccc(CCNC(=O)CN2C(=O)c3ccccc3S2(=O)=O)cc1	-1.3	6	0	-3	-4	4	9	1	1	2.1
O=C(COc1ccccc1)NCCS(=O)(=O)N1CCN(c2ccccc2)CC1	0.1	-2	-1	-2	1	-5	-1	-4	-5	0.2
C=CCn1c(CNS(=O)(=O)c2ccc(Br)cc2)nnc1SC	-2.5	-4	0	2	17	-3	14	-1	1	-0.2
Cc1ccc2[nH]cc(CCNS(=O)(=O)c3ccc(F)cc3)c2c1	0.2	-7	-1	1	3	-1	-1	3	0	1.7
N#Cc1cc2c(=O)n3ccccc3nc2n(-c2ccccc2Cl)c1=O	-2.4	-12	2	-6	17	?	12	0	/	12
Cc1nnc(SCc2ccccc2C#N)n1-c1ccccc1	-3.4	-1	1	4	5	-4	20	-5	-5	-0.8
Cn1cc(S(=O)(=O)N2CCN(c3ccccc3F)CC2)c(=O)n(C)c1=O	-1.8	-1	0	6	-12	-2	10	-1	-3	-0.7
COc1ccc(/C=N/OCC(=O)Nc2nc3ccccc3s2)cc1	-2.2	12	-5	-5	2	2	11	1	4	-1.7
Cc1ccc(CNC(=O)c2ccc3c(c2)S(=O)(=O)c2ccccc2C3=O)cc1	3.4	-1	7	0	-8	-4	-20	3	3	-1.2
CN1C(=O)[C@H]2[C@@H](C3CC3)N3C(=O)CN(Cc4ccccc4)C(=O)[C@@]3(C)[C@H]2C1=O	-2.6	-4	-1	-8	-10	0	14	4	-1	2.4
CCn1nnnc1SCC(=O)c1cccc(OC)c1	1.1	-4	-1	1	-7	2	-6	-1	-3	-0.3
Cc1cc(NS(=O)(=O)c2ccc(N3C(=O)C4C5C=CC(C5)C4C3=O)cc2)nc(C)n1 (configuration not stated)	-2.1	-7	2	5	1	-4	13	-1	-3	1.2
Cc1cccc2nc(CSc3ccccc3N)cn12	-2.8	6	-2	-3	1	-1	14	0	0	2.1
C/C(=N\N=C1\NC(=O)C(CC(=O)Nc2ccccc2F)S1)C1CCCCC1 (configuration not stated)	1.5	-8	1	0	0	-5	-10	5	-1	-0.2
Cn1c(-c2csc(-c3ccccc3)n2)n[nH]c1=S	-1.4	-11	-1	6	2	1	7	5	-1	0.9
O=C1c2ccccc2-n2c1nc1ccccc1c2=O	3.0	-5	-1	-3	-16	0	-17	-1	2	-0.4
O=c1[nH]c(-[n+]2ccc3ccccc3c2)c(/C=N/N=C(\[O-])c2ccccc2)s1	-2.0	-2	1	3	4	-3	10	-1	-7	0.1
CCSc1nncn1/N=C/c1ccc(OC)c(OC)c1	-1.6	1	2	-2	-23	-3	7	9	-2	0.5
CC1(C)Cc2cccc(OCC(=O)Nc3nccs3)c2O1	-2.9	1	4	-5	13	-3	17	1	-3	-0.6
Cc1cc2c(OCC(O)CN3CCCCC3)cccc2[nH]1 (configuration not stated)	-1.6	4	-3	2	1	-1	9	0	3	-0.1
Cc1ccc(Cn2ccc(=O)c(OCc3ccccc3)c2C)cc1	3.7	-4	9	13	-18	-4	-21	-1	2	7.8
Cc1ccc(N2CC(C(=O)NC3CCSC3=O)CC2=O)cc1 (configuration not stated)	-1.2	-5	1	0	-2	-3	6	-4	1	-0.6
Cc1ccc(C(=O)Nc2ccccc2OC(F)F)cc1	0.6	-4	0	3	-16	-1	-3	3	/	-2.9
Cc1ccc(C(=O)N2CCNC(=O)C2CC(=O)Nc2ccc(F)cc2)cc1C (configuration not stated)	-1.9	-6	0	1	11	-1	11	-3	1	-0.6
CC1(C)Cc2c(cnn2-c2cccc(F)c2)C(NC(=O)CN2CCCC2=O)C1 (configuration not stated)	-1.1	-1	-3	-6	16	-3	6	-4	-2	-0.4
CCN(N)C(=S)Nc1ccc(F)cc1	-0.7	-1	0	0	5	0	3	1	-5	1.6
CCn1c(COc2ccccc2)nnc1SCc1ccc(C#N)cc1	-1.2	-3	-9	-2	5	1	5	-2	0	-1.9
c1cc(Nc2cccc3nccnc23)c2nccnc2c1	-1.9	3	-5	0	4	-7	9	-2	4	9.2
COc1ccc(CNC(=O)CCN2C(=O)c3ccccc3S2(=O)=O)cc1	-0.3	2	2	-1	-15	0	2	6	5	1.6
COc1ccc(C(=O)Nn2c(SCc3cccc([N+](=O)[O-])c3)nc3ccccc3c2=O)cc1	-0.1	-7	-5	2	-1	-6	1	1	-4	1.9
CCC1CCCCN1CCNC(=O)c1[nH]c(C)c(C(C)=O)c1C (configuration not stated)	-0.5	7	1	-4	-14	-5	3	0	9	5.5
O=C1CCC(/C=C/c2ccccc2)=NN1Cc1ccccc1	-1.1	-13	2	2	4	2	6	-2	-3	-1.5
CCN(CC)CCCNc1nc2ccccc2c2[nH]c3ccc(OC)cc3c12	3.7	-12	0	-8	1	-4	-16	0	-3	1.5
CCOC(=O)N1CCN(C(=O)c2cccc(S(=O)(=O)Nc3ccc(OC)cc3)c2)CC1	-0.2	-7	0	5	11	-3	2	-2	-5	-0.9
Cc1ccc(-c2nnc(NC3CCCCC3)c3ccccc23)cc1S(=O)(=O)N1CCN(C)CC1	1.3	0	6	7	-14	1	-8	5	-6	-0.8
COc1cccc(CNC(C)C(=O)Nc2ccc3c(c2)OCCO3)c1 (configuration not stated)	-0.1	-5	-4	-2	-1	2	1	4	-4	1.6
O=C(Nc1ncc(Cl)cn1)c1cccs1	-2.0	-7	-1	-5	-1	-3	8	2	/	-0.2
Fc1cc(NC(=S)NCc2ccc(CNC(=S)Nc3ccc(Cl)c(F)c3)cc2)ccc1Cl	7.0	-10	-2	3	-7	-2	-37	3	-7	-1.4

Other results follow.
smiles	MOR-DOR ag	Cardiac RTF inh	V-ATPase pH	cardiac RTF act	HTR5A inv ctr	Keap1-Nrf2 PPI	OPRM1-OPRD1 inv	HTR5A ag ctr	CAL-PDZ inh HTS	LANA DNA inh
OC(Cc1cccnc1)(c1ccccc1)c1ccccc1	-3.8	0	1	0	8	2	18	-2	-1	-1.1
COc1cc(/C=C/C(=O)OCC(=O)N2CCCc3ccccc32)ccc1O	-1.3	2	0	-7	6	2	7	-1	2	-1.8
COc1ccccc1NC(=O)c1cc[n+]([O-])cc1	-0.9	-9	-1	7	14	-8	4	-4	6	-1.6
N=c1c(C(=O)NC2CCCCC2)cc2c(=O)n3ccccc3nc2n1Cc1cccnc1	-3.1	2	-26	-5	20	4	19	3	12	6.8
CSCCC(NC(=O)/C(=C/c1ccco1)NC(=O)c1ccc(Br)o1)C(=O)O (configuration not stated)	-1.7	-3	2	2	10	-7	8	-3	-1	1.3
COc1ccccc1CCC(=O)Nc1ncc(C)s1	-1.2	-4	1	-3	1	2	6	0	0	-0.4
O=S(=O)(Nc1cccnc1)c1cccc(Cl)c1	-1.9	-2	6	0	6	5	10	-1	0	1.9
Cc1ccc(C)c(OCC(=O)O/N=C(\N)c2cccc([N+](=O)[O-])c2)c1	0.0	-3	-1	4	-13	0	0	5	/	0.1
Cc1nc2c(cc(Oc3ccc(S(=O)(=O)N4CCOCC4)cn3)c3ccsc32)s1	-0.6	-23	-1	-1	-33	0	3	11	-2	1.0
Nc1nc(SCc2ccccc2)[nH]c(=O)c1-c1ccccc1	-1.3	-1	3	-3	-3	-1	8	2	0	0.7
COc1cc([C@@H]2CC=C(C(=O)O)[C@H](c3cccc(Cl)c3)N2S(=O)(=O)c2ccc(C)cc2)cc(OC)c1OC	-0.4	-5	1	-3	-17	2	2	5	-3	1.0

From PubChem
